# Screens as filed in PubChem.
# Mdm2 ligase inh: blocks human Mdm2 ubiquitin ligase activity. cell-based MDM2 ubiquitination luciferase reporter, 2 h; 0 = plate control, 100 = twice control, blank-subtracted. signal enhancement, % at 5 µM. hit rate 0.11% among 210,000;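 active = signal enhancement of 30% or more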;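 also: luminescence tracks abundance of the self-degrading MDM2-luciferase fusion protein; higher signal means inhibition of MDM2 E3 ligase activity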
# Target sequence (Q00987 whole entry, looked up, the tested form may be a part): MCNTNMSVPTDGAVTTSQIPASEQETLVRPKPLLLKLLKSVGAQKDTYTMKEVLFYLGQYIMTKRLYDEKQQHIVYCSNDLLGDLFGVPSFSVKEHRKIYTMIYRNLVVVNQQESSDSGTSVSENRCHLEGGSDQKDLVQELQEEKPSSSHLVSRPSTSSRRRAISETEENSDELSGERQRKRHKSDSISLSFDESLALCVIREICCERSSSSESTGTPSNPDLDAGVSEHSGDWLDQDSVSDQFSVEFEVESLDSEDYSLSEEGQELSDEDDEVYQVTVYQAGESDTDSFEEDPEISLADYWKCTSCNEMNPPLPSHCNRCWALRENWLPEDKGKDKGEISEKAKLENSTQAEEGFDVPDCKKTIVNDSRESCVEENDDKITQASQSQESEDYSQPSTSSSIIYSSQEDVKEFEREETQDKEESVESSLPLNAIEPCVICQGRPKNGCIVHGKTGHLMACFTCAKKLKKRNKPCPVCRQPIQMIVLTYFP
#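 System: stable MDM2–luciferase fusion reporter cells / Input: 2000 cells seeded into each well / Schedule: 4 h settle plus 2 h compound, 37 °C / Compound: single-point 5 µM / Buffer or medium: cells held in DMEM / Benchmarks: control and blank well means / Evaluation: percent signal gain over controls, blank-subtracted / Measured by: luciferase luminescence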
# EBV gp42 block: EBV gp42 inhibition | Fluorescence polarization binding assay, mP read-out | inhibition, % (tested at 21.74 µM) | hit rate 0.42% among 220,000; in the data active = inhibition above about 50%
# 14-3-3 Bad PPI: disrupts binding of bovine 14-3-3 zeta to phospho-Bad peptide | P63103 | TR-FRET 14-3-3zeta/Dy647-pBad peptide displacement, 1 h | inhibition, % at 21.7 µM | hit rate 0.71% among 220,000 | AID 781;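 active = inhibition above about 70%, limit read from the data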;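 also: 0% = full 14-3-3 plus peptide FRET controls and 100% = background without 14-3-3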
# zVAD death inh: L929 zVAD cell death inhibition. AID 1377. L929 zVAD necroptosis rescue, ATP luminescence, 24 h; with zVAD 60 µM. viability rescue, % at 10 µM. hit rate 0.38% among 220,000;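 active = activation, scaled between plate controls, above about 75%, limit read from the data; inactive = activation under that limit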;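 also: 0% = zVAD with DMSO and 100% = DMSO alone without zVAD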
# Tb hexokinase: T. brucei hexokinase 1 inhibition; inhibition, % at 10 µM; recombinant TbHK1, G6PDH-coupled NADH A340; AID 1430; hit rate 0.11% among 220,000;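 active = inhibition of 50% or more in the single-dose primary screen; inactive = inhibition below 50%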
# Hck-Nef inh: blocks Nef-activated human Hck kinase. P08631. Recombinant Hck-YEEI plus Nef, Z-Lyte FRET kinase assay. inhibition, % at 20 µM. hit rate 0.68% among 220,000;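 active = Hck-Nef kinase inhibition above about 50%, limit read from the data; inactive = inhibition below that limit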;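 also: 0% = DMSO with Hck plus Nef and 100% = Hck alone without Nef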
# Target sequence (P08631 whole entry, looked up): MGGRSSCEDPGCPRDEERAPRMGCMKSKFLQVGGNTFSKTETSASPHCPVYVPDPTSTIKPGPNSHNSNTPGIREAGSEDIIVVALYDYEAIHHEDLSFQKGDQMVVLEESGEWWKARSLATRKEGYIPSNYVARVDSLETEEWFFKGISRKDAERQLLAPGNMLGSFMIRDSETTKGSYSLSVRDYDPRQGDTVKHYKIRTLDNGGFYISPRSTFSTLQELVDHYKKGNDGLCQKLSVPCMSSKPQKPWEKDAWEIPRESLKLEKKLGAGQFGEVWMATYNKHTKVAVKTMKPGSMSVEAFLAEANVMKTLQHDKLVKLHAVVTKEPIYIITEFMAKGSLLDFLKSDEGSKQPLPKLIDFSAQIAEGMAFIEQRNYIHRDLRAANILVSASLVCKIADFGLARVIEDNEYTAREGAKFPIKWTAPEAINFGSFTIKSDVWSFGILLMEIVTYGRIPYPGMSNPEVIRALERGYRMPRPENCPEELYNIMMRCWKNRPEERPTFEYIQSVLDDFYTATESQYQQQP
# Runt-SMMHC FRET: Runt domain-CBFb-SMMHC interaction inhibition | Q01196+Q13951 | Cerulean-Runt/Venus-CBFb-SMMHC FRET ratio 530/480, 1 h | inhibition, % at 20 µM | hit rate 0.74% among 220,000;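 active = mean inhibition across duplicate retests at 20 µM reaching about 50%, limit read from the data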;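 also: 0% = DMSO wells and 100% = wells with excess untagged CBFb-SMMHC; inhibitors lower the FRET ratio by blocking Runt binding to CBFb-SMMHC; some results filed as inactive read as strong as hits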
# NCF1 inh: inhibitors of human p47phox binding. P14598. p47phox/p22phox peptide binding, fluorescence polarization, 2 h. inhibition, % at 24.7 µM. hit rate 0.53% among 220,000. AID 1274;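 active = inhibition above about 30%, limit read from the data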;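 also: 0% = p47phox with labelled peptide and 100% = labelled peptide alone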
# Runt-CBFb FRET: blocks binding of human RUNX1 Runt domain to CBFb; Q01196+Q13951; Cerulean-Runt/Venus-CBFb FRET ratio 530/480, 1 h; inhibition, % at 20 µM; hit rate 0.46% among 220,000;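 active = inhibition over about 50% at 20 µM in the single-dose screen, limit read from the data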;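 also: 0% = DMSO wells and 100% = excess unlabeled CBFb competitor control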
#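 Assay system: Cerulean-tagged RUNX1 Runt domain (FRET donor) fusion protein / Amount: 100 nM each of Venus-CBFb and Cerulean-Runt domain / Medium: Tris buffer pH 7.5 with salts and BSA / Also added: Venus-CBFb 100 nM / Schedule: 1 h complex formation plus 1 h compound treatment, room temperature / Signal: FRET fluorescence / Read-out: loss of energy transfer signal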
# * marks the source's active call; other numbers are inactive results; . = not tested or not shown; [ ] = another dose, or the depositor's remark.
1	C=CCN1CN=C(NS(=O)(=O)c2ccc(NC(C)=O)cc2)NC1
2	COc1ccc(-c2csc(C3=C(O)CN(Cc4ccc(Cl)cc4)C3=N)n2)cc1OC
3	Cc1nc(SCC(=O)c2ccc(Cl)s2)c2oc3ccccc3c2n1
4	CCOC(=O)NC1(NC2CCCCC2)Oc2ccccc2O1
5	Cc1ccc(Cl)cc1NC(=O)CC(O)(C(F)(F)F)C(F)(F)F
6	O=c1[nH]c(-c2ccc(Cl)cc2)cs1
7	CCc1cc(=O)oc2cc(C)cc(OC(=O)c3ccco3)c12
8	Cn1c(C(=O)O)c(CC(=O)Nc2ccc3c(c2)OCCO3)c2ccccc21
Compound,1,2,3,4,5,6,7,8
Mdm2 ligase inh,-16,.,11,-4,-3,7,-1,-1
EBV gp42 block,-7,-25,-38,-12,-16,-23,-11,-18
14-3-3 Bad PPI,0,-6[fluorescence artefact?],-15,-18,-2,-10,0,11
zVAD death inh,-0.1,-0.9,3.8,1.0,0.1,50,0.7,0.8
Tb hexokinase,-5,-19,-11,5,0,-1,-1,3
Hck-Nef inh,2,24,1,-1,4,17,1,-9
Runt-SMMHC FRET,-13,-9,16,35,2,0,-7,0
NCF1 inh,-8,-31,-13,-6,-2,-2,-5,-6
Runt-CBFb FRET,0,1,4,48,-1,2,1,0

# 4 of the entries above in order of their number in Runt-SMMHC FRET, largest number first.
No. | SMILES | EBV gp42 block | 14-3-3 Bad PPI | Tb hexokinase | Hck-Nef inh | Runt-SMMHC FRET | NCF1 inh | Runt-CBFb FRET
4 | CCOC(=O)NC1(NC2CCCCC2)Oc2ccccc2O1 | -12 | -18 | 5 | -1 | 35 | -6 | 48
5 | Cc1ccc(Cl)cc1NC(=O)CC(O)(C(F)(F)F)C(F)(F)F | -16 | -2 | 0 | 4 | 2 | -2 | -1
8 | Cn1c(C(=O)O)c(CC(=O)Nc2ccc3c(c2)OCCO3)c2ccccc21 | -18 | 11 | 3 | -9 | 0 | -6 | 0
1 | C=CCN1CN=C(NS(=O)(=O)c2ccc(NC(C)=O)cc2)NC1 | -7 | 0 | -5 | 2 | -13 | -8 | 0

# Other compounds:
9	C=CCn1c(-c2ccc(OC)cc2)csc1=Nc1c(C)n(C)n(-c2ccccc2)c1=O
10	CC(=O)c1cccc(-n2nnnc2SCC(=O)NNC(=O)C2CCCCC2)c1
11	COc1ccccc1CC(=O)N1CCCC(CCC(=O)NCc2ccccc2F)C1 (centres undefined)
12	COC(C/C=C/[C@H](O)COCc1ccccc1)OC
13	CCCn1c(CCc2ccccc2)n[nH]c1=S
14	COc1ccccc1C(=O)N/C(=C/c1ccc(Br)cc1)C(=O)NCCO
15	CC(=O)NCCc1nc2ccccc2n1Cc1cc(C)ccc1C
16	Cc1cccc2cc(CN(CC3CCCO3)C(=O)c3ccco3)c(=O)[nH]c12 (centres undefined)
Compound,9,10,11,12,13,14,15,16
Mdm2 ligase inh,-7,-12,-4,-100,-1,-21,-1,-16
EBV gp42 block,-6,-1,-15,-6,-13,-18,-23,-10
14-3-3 Bad PPI,0[fluorescence artefact?],9,-8,1,-9,4,3,-1
zVAD death inh,-1.0,1.5,0.2,0.1,3.4,-0.2,-0.4,0.1
Tb hexokinase,-4,10,-2,-12,0,-8,-4,-8
Hck-Nef inh,18,22,18,11,15,0,26,4
Runt-SMMHC FRET,4,-3,3,3,8,-6,-4,2
NCF1 inh,-4,-6,-7,4,0,5,-6,17
Runt-CBFb FRET,3,2,1,0,2,-1,3,3

17	Cc1nc2c(C(=O)NCc3cccs3)cnn2c(C)c1Cc1ccccc1
18	CCc1ccc(N(C(=O)c2csnn2)C(C(=O)NC(C)(C)CC)c2ccccn2)cc1 (centres undefined)
19	COC(=O)COc1ccc(S(=O)(=O)NCCC2=CCCCC2)cc1C
20	COc1ccc(/C=N/NC(=O)Nc2cccc3nsnc23)cc1OC
21	COc1ccc(CNC(=O)C2CCCN2C(=O)NC2CCCCC2)cc1 (centres undefined)
22	CC1(C)C(=O)OC(c2ccco2)C(C)(C)C1=O (centres undefined)
23	CC1CCN(S(=O)(=O)c2ccccc2[N+](=O)[O-])CC1
24	CCN(Cc1cc(=O)[nH]c2ccccc12)C(=O)c1ccc(C)cc1
Compound,17,18,19,20,21,22,23,24
Mdm2 ligase inh,3,-5,-1,-15,-27,19,-2,-83
EBV gp42 block,11,-17,6,-44,-5,-8,-9,8
14-3-3 Bad PPI,-4[fluorescence artefact?],-4,10,14,-10[fluorescence artefact?],14,10,3
zVAD death inh,0.8,-0.9,2.5,8.5,0.1,0.8,0.2,-0.4
Tb hexokinase,34,2,4,0,32,-4,-6,-24
Hck-Nef inh,2,23,-3,8,2,-2,7,14
Runt-SMMHC FRET,-4,-1,0,-32,0,-3,3,-1
NCF1 inh,0,-10,-8,0,-2,-7,-10,-5
Runt-CBFb FRET,-3,1,-4,-28,-2,3,1,1

# Screen by screen, quoted from above.
# Nos. 17–24 in Mdm2 ligase inh read 3, -5, -1, -15, -27, 19, -2, -83

# More entries:
25	Cn1c(=O)c2c(ncn2CC(=O)N/N=C/C(Br)=C/c2ccccc2)n(C)c1=O
26	O=C(O)/C=C/C(=O)NNC(=O)c1cc(-c2ccccc2)n[nH]1
27	c1ccc(C2COC(c3cccs3)=N2)cc1 (centres undefined)
28	O=C(c1cnc(N2CCN(c3ncccn3)CC2)c2ccccc12)N1CCN(c2ccccn2)CC1
29	CS(=O)(=O)N(Cc1ccc(C(=O)NCCSCc2ccco2)cc1)c1ccccc1
30	C=CCNC(=S)/N=c1/ccccn1C
31	Cn1c(Cn2c(=O)sc3ccccc32)nnc1SCC(=O)NCc1ccc2c(c1)OCO2
32	COc1ccc(NS(=O)(=O)c2cccc(C(=O)N/N=C/c3ccccn3)c2)cc1
Compound,25,26,27,28,29,30,31,32
Mdm2 ligase inh,-5,-13,-18,-3,-15,-7,-6,3
EBV gp42 block,12,-19,-16,-2,-9,-20,-16,-8
14-3-3 Bad PPI,-3[fluorescence artefact?],67,4[fluorescence artefact?],-1,-10,-4,-6,-25
zVAD death inh,-0.8,0.7,0.2,0.1,0.2,0.6,0.7,3.5
Tb hexokinase,-18,-4,-7,-17,-2,-34,-1,-3
Hck-Nef inh,2,12,0,2,-2,11,-1,1
Runt-SMMHC FRET,2,3,1,-3,3,3,-4,4
NCF1 inh,-6,4,-12,0,-18,-12,-6,-8
Runt-CBFb FRET,-3,2,0,0,2,6,.,-1

33	Cc1ccc(/C=N\NC(=O)c2csnn2)cc1
34	CCOC(=O)c1[nH]nc(-c2c(O)cc(C)cc2O)c1-c1csc(C)n1
35	Cc1nn2c(nc1=O)SCC(c1ccccc1)=N2
36	CC[C@@H]1CC=C[C@H]2[C@H]1C(=O)N(Cc1ccccc1)[C@H]2c1ccoc1
37	CCC(C(=O)Nc1cc(C)on1)c1ccccc1 (centres undefined)
38	COc1ccccc1C(=O)NNC(=O)c1ccc(F)cc1
39	COc1ccc(OC)c(-c2cc(C(=O)Nc3c(C)n(C)n(-c4ccccc4)c3=O)no2)c1
40	O=C(OCC(=O)N1CCCc2ccccc21)C1CCN(S(=O)(=O)c2cccs2)CC1
Compound,33,34,35,36,37,38,39,40
Mdm2 ligase inh,-8,-1,11,-15,-10,-16,-9,-8
EBV gp42 block,-20,-20,-10,-5,2,11,-14,-38
14-3-3 Bad PPI,-14,-7,0,-10,7[fluorescence artefact?],16[fluorescence artefact?],3,1[fluorescence artefact?]
zVAD death inh,-0.4,0.0,0.3,-0.7,0.8,-0.5,0.5,-0.2
Tb hexokinase,-15,-8,-27,3,-10,-2,-19,3
Hck-Nef inh,0,1,0,26,0,-1,-1,1
Runt-SMMHC FRET,2,3,24,-4,-3,-2,2,2
NCF1 inh,-4,-5,-11,-27,-13,0,-15,-3
Runt-CBFb FRET,8,5,24,0,2,2,0,0

41	C/C=C/C(=O)Nc1nnc(C(C)C)s1
42	O=C(N/N=C/c1cc([N+](=O)[O-])ccc1O)C1CC1
43	O=C(CSC1=NCCS1)Nc1cccc(F)c1
44	O=C(O)c1c(F)c(F)c(F)c(F)c1-c1ccc(Cl)cc1
45	O=C(N/N=C/c1ccccn1)c1cccs1
46	CCOc1ccc(OCC)c(NC(=O)C2CCN(S(=O)(=O)c3cccnc3)CC2)c1
47	CCN(CC)C(=O)Cn1cc(SCC(=O)NCc2ccco2)c2ccccc21
48	COc1ccc(C(=O)N2CCCN(C)CC2)cc1S(=O)(=O)N1CCCc2ccccc21
Compound,41,42,43,44,45,46,47,48
Mdm2 ligase inh,5,2,2,-18,-11,-3,-1,-16
EBV gp42 block,-17,-11,-1,-19,3,-5,-14,11
14-3-3 Bad PPI,0,-7,-13,2,-14,5,-8,3[fluorescence artefact?]
zVAD death inh,-0.5,0.7,-0.3,0.9,3.1,-0.6,-0.5,-1.1
Tb hexokinase,13,-45,-1,3,-12,-6,-5,3
Hck-Nef inh,6,0,25,4,-25,3,22,0
Runt-SMMHC FRET,1,-4,1,-3,0,0,1,1
NCF1 inh,-27,-7,2,4,-7,-7,-8,11
Runt-CBFb FRET,-2,0,0,-1,4,1,2,-1

49	Cc1sc2nc(SCC(=O)C(C)(C)C)n(Cc3ccco3)c(=O)c2c1C
50	O=C(Cn1[nH]c(=O)c2ccccc2c1=O)Nc1cccc(S(=O)(=O)N2CCCCCC2)c1
51	COc1cccc(C2=CC(c3ccccc3)n3ncnc3N2)c1 (centres undefined)
52	COc1cccc(-c2cc(C(=O)Nc3cc(C)nn3-c3ccccc3)no2)c1
53	COc1ccc(CCNC(=O)C(CC(C)C)NC(N)=O)cc1 (centres undefined)
54	O=Nc1ccc(NOC(=O)c2ccccc2)cc1
55	Cc1nc2ccc(Cl)cc2c(-c2ccccc2Cl)c1CC(=O)O
56	O=S(=O)(c1ccc(N2CC=C(c3ccccc3)CC2)nc1)N1CCCC1
57	CCOC(=O)c1c(NC(=O)CSc2cccc[n+]2[O-])sc(C(=O)Nc2ccccc2)c1C
58	CCOC(=O)c1ccc(-n2ccnc2)c(NC(=O)c2cccc(Br)c2)c1
Compound,49,50,51,52,53,54,55,56,57,58
Mdm2 ligase inh,-8,-16,-8,-9,1,-18,-12,-10,-4,-8
EBV gp42 block,-1,0,24,-13,6,-2,-12,-1,-22,1
14-3-3 Bad PPI,-12[fluorescence artefact?],-1,18,7,-2,-18,-12[fluorescence artefact?],4,-11,-4[fluorescence artefact?]
zVAD death inh,0.5,0.5,-0.3,0.3,1.0,9.9,0.6,1.4,0.4,0.3
Tb hexokinase,1,12,-2,-11,21,-30,38,-4,-6,-2
Hck-Nef inh,-1,13,0,3,22,8,-1,9,18,3
Runt-SMMHC FRET,-2,-7,-78,-10,0,6,-2,0,-15,-1
NCF1 inh,-7,-9,-13,-9,4,2,-1,-5,-25,-7
Runt-CBFb FRET,0,-9,-79,-2,1,3,-1,0,1,1
